Bioassay records deposited in PubChem BioAssay by NCI.
NCI-60 one-dose screen, 48 h, at 10 µM unless noted. Numbers give growth in % (100 = growth as untreated, 0 = no growth, -100 = all killed).
MDA-MB-231: MDA-MB-231 breast cancer; AID 1794789; 5% of 81,000 active
HS 578T: HS 578T breast cancer; 4.1% of 78,000 active
T-47D: T-47D breast cancer. 5% of 79,000 active
MCF7: MCF7 breast cancer; AID 1794796; 6.3% of 82,000 active
SK-MEL-2: SK-MEL-2 melanoma; 4.7% of 77,000 active; AID 1794763
BT-549: BT-549 breast cancer; 4.4% of 78,000 active
MALME-3M: MALME-3M melanoma. 5.8% of 78,000 active. AID 1794766
LOX IMVI: LOX IMVI melanoma | 7.4% of 79,000 active | AID 1794757
Numbers without * were called inactive; · = no result given; & = joins results of further samples. Rule for the calls: active = growth percent below 10; inactive = the rest. Not a hit list. Share with any hit: about 11%.

Short keys – A = MDA-MB-231; B = HS 578T; C = T-47D; D = MCF7; E = SK-MEL-2; F = BT-549; G = MALME-3M; H = LOX IMVI
Cc1cnnc(N)n1
  A: 113	B: 106	C: 106	D: 98	E: 127	F: 87	G: 92	H: 90

O=C1OCC/C1=C\NCCCN/C=C1\CCOC1=O
  A: 107	B: 93	C: 98	D: 93	E: 107	F: 110	G: 100	H: 93

Cc1ccc(S(=O)(=O)N/N=C2\C(=O)C3CCC2C3Cl)cc1 (stereo unspecified)
  A: 96	B: 107	C: 95	D: 102	E: 103	F: 98	G: 103	H: 97

COc1ccc(/C=C2/SC(=O)N(CC(=O)N3CCN(c4cc5c(cc4F)c(=O)c(C(=O)O)cn5C4CC4)CC3)C2=O)cc1
  A: 103	B: 100	C: 104	D: 96	E: 108	F: 96	G: 98	H: 94

CC(C)(C)c1cc(/C=N/NC(=O)c2ccccc2NC(=O)c2cccs2)c(O)c(C(C)(C)C)c1
  A: 44	B: 71	C: 29	D: 18	E: 37	F: 57	G: 50	H: -34*

c1ccc(C(=NNc2nc3ccccc3o2)c2ccccn2)nc1
  A: 30	B: 44	C: ·	D: 6.9*	E: 38	F: 19	G: 19	H: 0.6*

C#CCOC(=O)[C@]1(C)CC[C@]2(C)CC[C@@H]3C(=CC[C@H]4[C@@]3(C)CC[C@H]3C(C)(C)C(=O)CC[C@]43C)[C@@H]2C1
  A: 97	B: 115	C: 68	D: 85	E: 92	F: 111	G: 100	H: 95

O=C1C2C3CC4C5C3C1C5C1(SCCS1)C42 (stereo unspecified)
  A: 105	B: 93	C: 92	D: 98	E: 102	F: 115	G: 92	H: 100

COc1ccc(C2NC(=O)NC(C)=C2C(=O)c2cnccn2)c(OC)c1 (stereo unspecified)
  A: 109	B: 105	C: 89	D: 101	E: 126	F: 110	G: 96	H: 96

CCC(Oc1ccc(C(C)(C)CC)cc1)C(=O)O (stereo unspecified)
  A: 113	B: 117	C: 99	D: 93	E: 119	F: 104	G: 84	H: 100

Nine compounds out of the list, ordered by heavy-atom count, largest number first:
Short keys – A = MDA-MB-231; B = HS 578T; C = T-47D; D = MCF7; E = SK-MEL-2; F = BT-549; G = MALME-3M; H = LOX IMVI
COc1ccc(/C=C2/SC(=O)N(CC(=O)N3CCN(c4cc5c(cc4F)c(=O)c(C(=O)O)cn5C4CC4)CC3)C2=O)cc1
  A: 103	B: 100	C: 104	D: 96	E: 108	F: 96	G: 98	H: 94

C#CCOC(=O)[C@]1(C)CC[C@]2(C)CC[C@@H]3C(=CC[C@H]4[C@@]3(C)CC[C@H]3C(C)(C)C(=O)CC[C@]43C)[C@@H]2C1
  A: 97	B: 115	C: 68	D: 85	E: 92	F: 111	G: 100	H: 95

COc1ccc(C2NC(=O)NC(C)=C2C(=O)c2cnccn2)c(OC)c1 (stereo unspecified)
  A: 109	B: 105	C: 89	D: 101	E: 126	F: 110	G: 96	H: 96

c1ccc(C(=NNc2nc3ccccc3o2)c2ccccn2)nc1
  A: 30	B: 44	C: ·	D: 6.9*	E: 38	F: 19	G: 19	H: 0.6*

Cc1ccc(S(=O)(=O)N/N=C2\C(=O)C3CCC2C3Cl)cc1 (stereo unspecified)
  A: 96	B: 107	C: 95	D: 102	E: 103	F: 98	G: 103	H: 97

O=C1OCC/C1=C\NCCCN/C=C1\CCOC1=O
  A: 107	B: 93	C: 98	D: 93	E: 107	F: 110	G: 100	H: 93

CCC(Oc1ccc(C(C)(C)CC)cc1)C(=O)O (stereo unspecified)
  A: 113	B: 117	C: 99	D: 93	E: 119	F: 104	G: 84	H: 100

O=C1C2C3CC4C5C3C1C5C1(SCCS1)C42 (stereo unspecified)
  A: 105	B: 93	C: 92	D: 98	E: 102	F: 115	G: 92	H: 100

Cc1cnnc(N)n1
  A: 113	B: 106	C: 106	D: 98	E: 127	F: 87	G: 92	H: 90

Further records.
Short keys – A = MDA-MB-231; B = HS 578T; C = T-47D; D = MCF7; E = SK-MEL-2; F = BT-549; G = MALME-3M; H = LOX IMVI
O=S(=O)(Nc1ncccn1)c1ccc(N=Nc2ccc(O)c3ncccc23)cc1
  A: 97	B: 10	C: 34	D: 47	E: 68	F: 78	G: 89	H: 55

Cc1ccc(-c2nc3nc(-c4ccc(F)cc4)nc(N4CCNCC4)c3o2)cc1
  A: -29*	B: -5.7*	C: -27*	D: -74*	E: 102	F: 99	G: 107	H: -92*

CC(C)(C)c1cc(CC(Cc2cc(C(C)(C)C)cc(C(C)(C)C)c2)(C2=N[C@@H]3c4ccccc4C[C@@H]3O2)C2=N[C@H]3c4ccccc4C[C@H]3O2)cc(C(C)(C)C)c1
  A: 111	B: 104	C: 95	D: 94	E: 111	F: ·	G: 101	H: 97

O=NN(CCCl)C(=O)NCCCl
  A: 104&92&115	B: 99&91&109	C: 93&98&101	D: 90&99&90	E: 93&102&109	F: 92&99&109	G: 110&105&99	H: 71&61&73

CC(=O)Oc1cc2ccccc2cc1C(C)C
  A: 117	B: 100	C: 101	D: 98	E: 86	F: 112	G: 111	H: 109

Cc1ncc(N)nc1C
  A: 118	B: 99	C: 98	D: 97	E: 102	F: 102	G: 89	H: 98

O=C1NC(=O)c2cc(Br)ccc21
  A: 112	B: 110	C: 88	D: 92	E: 95	F: ·	G: 100	H: 96

O=[N+]([O-])c1ccc(CSc2ncnc3c2ncn3C2CCCCO2)cc1 (stereo unspecified)
  A: 104	B: 105	C: 80	D: 93	E: 90	F: 97	G: 104	H: 97

CCOC(=O)c1c2c(n(-c3ccc(F)cc3)c1-c1ccccc1)C=CCC2
  A: 88	B: 100	C: 72	D: 86	E: 92	F: 106	G: 101	H: 90

COc1ccc(Nc2nc(-c3ccc(O)cc3)nc3n[nH]c(Nc4ccccc4)c23)cc1
  A: 71	B: 62	C: 27	D: 39	E: 41	F: 47	G: 65	H: 46

CCC(C(C)=O)(c1ccccc1)c1ccccc1
  A: 104	B: 113	C: 106	D: 97	E: 103	F: 102	G: 103	H: 98

CCn1c2ccccc2c2cc(C3CC3)ccc21
  A: 100	B: 101	C: ·	D: 94	E: 111	F: 105	G: 94	H: 99

CC1=NN(c2cn3c(-c4ccccc4)csc3n2)C(=O)C1
  A: 90	B: 106	C: 86	D: 90	E: 102	F: 90	G: 107	H: 91

COc1ccc2c(c1)CSC(c1ccccc1)C2=O (stereo unspecified)
  A: 129	B: 96	C: 101	D: 100	E: 108	F: 101	G: 104	H: 96

COc1ccc2[nH]c(O)c(N=Nc3nc(-c4ccc(Cl)cc4)cs3)c2c1
  A: 18	B: 9.3*	C: -22*	D: -19*	E: 14	F: 26	G: -63*	H: -55*

O=c1c(-c2ccc3c(c2)OCO3)coc2cc(O)ccc12
  A: 109	B: 117	C: 106	D: 112	E: 105	F: 101	G: 129	H: 111

N#CC(C#N)=C1CCCCC1
  A: 119	B: ·	C: 94	D: 98	E: 95	F: 87	G: 94	H: 98

CCCCCc1[nH]c(=O)[nH]c(=O)c1Br
  A: 115	B: 106	C: 95	D: 98	E: 105	F: ·	G: 113	H: 99

COc1cc(-c2nn(C(C)(C)C)cc2-c2ccnc(NCCCNS(=O)(=O)c3ccc(C)cc3)n2)ccc1F
  A: 81	B: 88	C: 59	D: 57	E: 106	F: 89	G: 108	H: 74

Cc1ccc2c(n1)C(=O)C(Br)=C(c1ccccc1)C2=O
  A: 70	B: 88	C: 71	D: 63	E: 98	F: 70	G: 79	H: 70

Entries of single compounds as entered above:
`COc1cc(-c2nn(C(C)(C)C)cc2-c2ccnc(NCCCNS(=O)(=O)c3ccc(C)cc3)n2)ccc1F` reads MDA-MB-231: 81; HS 578T: 88; T-47D: 59; MCF7: 57; SK-MEL-2: 106; BT-549: 89; MALME-3M: 108; LOX IMVI: 74
`N#CC(C#N)=C1CCCCC1` reads MDA-MB-231: 119; HS 578T: ·; T-47D: 94; MCF7: 98; SK-MEL-2: 95; BT-549: 87; MALME-3M: 94; LOX IMVI: 98

(list continues)
Short keys – A = MDA-MB-231; B = HS 578T; C = T-47D; D = MCF7; E = SK-MEL-2; F = BT-549; G = MALME-3M; H = LOX IMVI
COc1ccc2nc(-c3ccc(Cl)cc3)cc(C(=O)O)c2c1
  A: 97	B: 93	C: 95	D: 84	E: 99	F: 106	G: 116	H: 93

CC(C(=O)c1ccccc1)C1(O)C(=O)Nc2ccc(Cl)cc21 (stereo unspecified)
  A: 101	B: 101	C: 64	D: 96	E: 105	F: 99	G: 105	H: 96

O=c1c2cccc(F)c2sc2c(NCCCNCCO)nc3ccccc3c12
  A: 5.8*	B: 38	C: 52	D: 20	E: 90	F: 73	G: 74	H: -87*

Nc1nc(-c2ccccc2)c(N=Nc2ccc([N+](=O)[O-])cc2)s1
  A: 100	B: 96	C: 50	D: 33	E: 86	F: 86	G: 142	H: 86

O=C(N/N=c1/ccoc2cccnc12)N1CCN(c2ncccn2)CC1
  A: 40	B: 51	C: 9.3*	D: 11	E: 12	F: 48	G: 56	H: 18

Cc1cccc(NC(=O)c2sc3nc4c(cc3c2N)C(=O)CCC4)c1
  A: 37	B: 19	C: 44	D: 23	E: 65	F: 42	G: ·	H: 54

O=C1c2ccccc2C2/C(=C(/Br)c3ccc(F)cc3)CCCN12 (stereo unspecified)
  A: 107	B: 119	C: 105	D: 95	E: 115	F: 115	G: 108	H: 100

CC1(C)CC[C@]2(C(=O)N3CCCNCC3)CC[C@]3(C)C(=CC[C@@H]4[C@@]5(C)C/C(=C\c6cccnc6)C(=O)C(C)(C)[C@@H]5CC[C@]43C)[C@H]2C1
  A: 104	B: 104	C: 78	D: 78	E: 112	F: 129	G: 97	H: 108

COCCn1cc(-c2csc(-c3cn(C)c4ccc(F)cc34)n2)c2cccnc21
  A: 52	B: 63	C: 25	D: 26	E: 72	F: 64	G: 85	H: 26

O=C(CN1C(=O)S/C(=C\c2ccc(Br)cc2)C1=O)Nc1ccc(C(=O)/C=C/c2cc3ccccc3nc2Cl)cc1
  A: 92	B: 94	C: 58	D: 66	E: 84	F: 82	G: 93	H: 91

O=C(c1ccc(-n2c(=O)[nH]c3ccccc3c2=O)cc1)N1CCOCC1
  A: 96	B: 101	C: 100	D: 101	E: 102	F: 76	G: 97	H: 104

Cc1ccc(S(=O)(=O)n2cc(C=O)c3ccccc32)cc1
  A: 88	B: 91	C: 82	D: 83	E: 102	F: 102	G: 90	H: 85

CC(=O)N1N=C(c2ccc(Oc3nnnn3-c3ccccc3)cc2)OC1c1ccc(F)cc1 (stereo unspecified)
  A: 95	B: 100	C: 90	D: 92	E: 103	F: 99	G: 82	H: 93

N#CCCN(CCC#N)S(=O)(=O)c1ccccc1
  A: 110	B: 90	C: 98	D: 104	E: 98	F: ·	G: 90	H: 97

CCCCCCN(N)C(=O)CC#N
  A: 112	B: 103	C: 87	D: 99	E: 110	F: 113	G: 95	H: 101

COc1ccc(/C=C\c2cc(OC)c(OC)c(OC)c2)cc1OCC(=O)Nc1ccc2ncsc2c1
  A: 86	B: 88	C: 64	D: 69	E: 96	F: 73	G: 75	H: 63

CC(=O)c1ccc(OCc2cccc(Cn3ccnc3)n2)c(OCc2cccc(Cn3ccnc3)n2)c1
  A: 97	B: 110	C: 93	D: 96	E: 91	F: 100	G: 100	H: 101

O=C(O)c1cccc2c1Oc1ccccc1S2(=O)=O
  A: 99	B: 94	C: 113	D: 96	E: 111	F: 106	G: 112	H: 96

COc1ccc(-c2nnc3ccc(NNC(C)=O)nn23)cc1
  A: 92	B: 112	C: 120	D: 98	E: 112	F: ·	G: 103	H: 110

CC(O)C(=O)NCc1ccccc1 (stereo unspecified)
  A: 103	B: 104	C: 104	D: 96	E: 111	F: 103	G: 103	H: 100

N#Cc1c(-c2ccc(Cl)cc2)nc(SCc2ccccc2)nc1N1CCOCC1
  A: 89	B: 108	C: 84	D: 87	E: ·	F: 122	G: 103	H: 101

CC(=O)CC(c1ccc([N+](=O)[O-])cc1)c1c(O)c2ccccc2oc1=O (stereo unspecified)
  A: 96	B: 98	C: 96	D: 102	E: 97	F: 89	G: 98	H: 101

CCOC(=O)c1c2c(cn1Cc1cc(OC)cc(OC)c1)-c1oncc1CC2
  A: 95	B: 99	C: ·	D: 94	E: 102	F: 100	G: 109	H: 95

O=C(N/N=C/c1cc2ccccc2n2nnnc12)Nc1ccccc1
  A: 105	B: 109	C: 108	D: 92	E: 105	F: 114	G: 106	H: 108

CCOC(=O)C1C(=O)NC(C(=O)OCC)(C(=O)OCC)C1C(C)CC (stereo unspecified)
  A: 108	B: 104	C: 102	D: 107	E: 102	F: 108	G: ·	H: 95

CC1=NN(c2ccccc2)C(=O)/C1=C\c1cc(=O)oc2ccc(C)cc12
  A: 70	B: 103	C: 73	D: 75	E: ·	F: 95	G: 108	H: 84

COc1nc(N)c(CNCc2ccccc2)c(=O)n1C
  A: 101	B: 116	C: 94	D: 93	E: 95	F: ·	G: 98	H: 105

O=C(O)Cc1ccc(F)cc1
  A: 108	B: 103	C: ·	D: 107	E: 97	F: 101	G: 92	H: 94

NC(=O)Cc1nc(O)cs1
  A: 111	B: 100	C: 104	D: 99	E: ·	F: 104	G: 114	H: 92
